# Screening results (PubChem)
# FLuc counter: qHTS profiling assay for firefly luciferase inhibitor/activator using purifed enzyme and Km concentrations of substrates (counterscreen for miR-21 project). Luciferin 4-monooxygenase (Photinus pyralis), P08659. purified FLuc, Km substrates, luminescence inhibition. Potency, µM (top dose mostly 57.5 µM), without a hit: top-dose activity change, negative = inhibition, hits mostly inhibitors. 360,000 compounds, 6.9% hits. AID 588342, 2011;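 also: plate controls were vehicle for no effect and reference inhibitor for full effect; nearly all actives have a fitted effect of over 55% in size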
#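 Biochemical qHTS of compounds, final roughly 60 µM downward over six points, against 10 nM purified firefly luciferase using Km concentrations of substrates (10 uM D-luciferin, 10 uM ATP) in Tris acetate pH 7.5 buffer; luminescence output.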
# p53 reactivation: qHTS assay for re-activators of p53 using a Luc reporter; 320,000 compounds, 0.063% hits; H1299 p53-A138V BP100-luciferase reporter, luminescence, 24 h; Potency, µM (doses to about 92.2 µM), for inactives: top-dose activity change, positive = activation, usual class: activators; also: % of control where 0% means no effect; nearly all actives have a fitted effect of over 45% in size
#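 p53-null H1299 cells stably carrying temperature-sensitive p53-A138V and a BP100-luciferase reporter were pinned with compounds (4-point, 1:5 series) and held 24 hrs at 37 deg C. Luminescence was read 10 min after detection reagent.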
# ELG1 genotox: qHTS screen for small molecules that induce genotoxicity in human embryonic kidney (HEK293T) cells expressing luciferase-tagged ELG1; HEK293T ELG1-luciferase reporter, luminescence, 16 h; Potency, µM (top dose mostly 46 µM), for the others: at the highest dose activity change, positive = activation, most hits filed as activators; 330,000 compounds, 1.3% hits; AID 504466, 2011; also: % of control where 0% means no effect; nearly all actives have a fitted effect of over 60% in size
#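 Genotoxicity was scored as increased ELG1-luciferase reporter signal, measured by ONE-Glo luminescence (30 min, room temperature). Compound or vehicle exposure of the HEK293T reporter cells lasted 16 hr at 37°C.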
# BRCA1 expr act: qHTS Assay to Identify Small Molecule Activators of BRCA1 Expression. Potency, µM (doses to about 46.1 µM), for the others: top-dose activation, most hits filed as activators. MCF7-BRCA1-FFLuc reporter, luminescence, 48 h; response scale: scaled: vehicle 0%, 10 µM genistein 100%. 380,000 compounds, 1.1% hits; also: nearly all actives have a fitted effect of over 80% in size; some results filed as inactive show a strong effect at the top dose
#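 MCF7-BRCA1-FFLuc, 2000 cells/well; 2 h attach, 37 °C/5% CO2; compound 48 h; luciferase substrate 15 min; luminescence end-point. Norm. to genistein 10 microM max activation and DMSO; concentration-response curves fitted.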
# CXXC DNA block: qHTS Fluorescence Polarization Assay for Inhibitors of MLL CXXC domain - DNA interaction | Histone-lysine N-methyltransferase 2A (Homo sapiens), Q03164 | MLL-CXXC / FITC-HOXA9 DNA fluorescence polarization | Potency, µM (series often up to 115 µM), for inactives: at the top dose activity change, negative = inhibition, usual class: inhibitors | 290,000 compounds, 0.037% hits | AID 2662, 2010; active = well fitted inhibition curve with a large enough effect in the polarisation, with a control signal flat, not every such curve was filed as active; inconclusive = small, poorly fitted or top-dose-only effect, or effect the other way, or a change in a side signal; inactive = no such curve, though single readings can be large or run the other way; the % refers to the polarisation
#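 Purified MLL-CXXC (added from a 7 uM solution) was preincubated 5 min at ambient with pinned compounds in 50 mM Tris-HCl pH 7.5, 50 mM NaCl, 1 mM DTT, 0.05% BSA. Fluorescein-labeled HOX-A9 DNA (50 nM solution) followed, 30 min, then polarization read.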
# RORg inh: qHTS for inhibitors of ROR gamma transcriptional activity; Potency, µM (series often up to 53.6 µM), for the others: top-dose activity change, negative = inhibition, usual class: inhibitors; 310,000 compounds, 5.4% hits; Nuclear receptor ROR-gamma (Mus musculus), P51450; Drosophila S2 Gal4-RORgamma UAS-luciferase reporter, 20 h; also: % is scaled to controls: 0 for no effect and ±100 for the full control effect; nearly all actives have a fitted effect of over 60% in size
# Target sequence (P51450 whole entry, looked up, the tested form may be a part): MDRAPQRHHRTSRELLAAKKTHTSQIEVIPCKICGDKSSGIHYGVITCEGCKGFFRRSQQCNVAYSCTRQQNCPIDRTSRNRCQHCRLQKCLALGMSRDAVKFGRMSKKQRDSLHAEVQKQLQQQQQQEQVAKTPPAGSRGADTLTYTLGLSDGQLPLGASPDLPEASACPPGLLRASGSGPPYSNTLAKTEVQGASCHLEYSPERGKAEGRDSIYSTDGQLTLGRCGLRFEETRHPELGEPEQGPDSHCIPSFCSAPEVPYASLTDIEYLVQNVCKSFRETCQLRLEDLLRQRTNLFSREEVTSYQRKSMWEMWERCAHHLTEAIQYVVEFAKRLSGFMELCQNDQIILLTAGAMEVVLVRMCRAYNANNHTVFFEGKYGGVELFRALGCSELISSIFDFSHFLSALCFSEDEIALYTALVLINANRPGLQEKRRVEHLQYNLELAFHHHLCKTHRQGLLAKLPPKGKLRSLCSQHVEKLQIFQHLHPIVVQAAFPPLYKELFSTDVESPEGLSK
#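 Using a luciferase readout, inhibitors were identified by reduced reporter activity in Drosophila cells coexpressing a copper-inducible Gal4–ROR gamma fusion and UAS-driven Photinus luciferase, incubated 20 hr after 700 uM copper sulfate.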
# NPC1 promoter act: qHTS Assay for NPC1 Promoter Activators. Potency, µM (titrated, usually from 9.22 µM), without a hit: at the highest dose activation, usual class: activators. Huh7 NPC1 promoter luciferase reporter, 24 h. 320,000 compounds, 2.4% hits;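 also: % of control where 0% means no effect; nearly all actives have a fitted effect of over 60% in size; reporter is driven by a mutant NPC1 promoter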
#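 Readout is luciferase luminescence, reflecting NPC1 promoter activation in stably transfected Huh7 cells after 24 h compound exposure at 37 °C in reduced-serum medium with 10% FBS.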
# Gal4-VP16 FLuc: VP16 counterscreen qHTS for inhibitors of ROR gamma transcriptional activity; Drosophila S2 Gal4-VP16 UAS-luciferase, luminescence, 20 h; Potency, µM (highest dose often 53.6 µM), for the others: at the highest dose activity, negative = inhibition, usual class: inhibitors; 310,000 compounds, 3.5% hits; AID 2546, 2010;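 also: Gal4-VP16 expression switched on by copper sulfate through the metallothionein promoter; % is scaled to controls: 0 for no effect and ±100 for the full control effect; nearly all actives have a fitted effect of over 50% in size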
# uPA generation: qHTS for Inhibitors of Cell Surface uPA Generation. cell surface uPA generation assay, qHTS. Potency, µM (titrated, usually from 38.3 µM), for the others: top-dose activity change, negative = inhibition, most hits filed as inhibitors. 330,000 compounds, 0.31% hits. AID 540303, 2011; active = well fitted inhibition curve with a large enough effect; inconclusive = small, poorly fitted or top-dose-only effect; inactive = no such curve, though single readings can be large or run the other way; tested in mouse RAW 264.7 cells; also: % is scaled to controls: 0 for no effect and ±100 for the full control effect; nearly all actives have a fitted effect of over 55% in size
# Rab9 promoter act: qHTS Assay for Rab9 Promoter Activators. Huh7 Rab9 promoter-luciferase reporter, luminescence, 24 h. Potency, µM (doses to about 9.22 µM), for inactives: at the top dose activation, negative = inhibition, usual class: activators. 320,000 compounds, 2.8% hits. AID 485297, 2010; also: % of control where 0% means no effect; nearly all actives have a fitted effect of over 60% in size
#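 Huh7 cells stably carrying a Rab9 promoter-luciferase reporter, 1500 cells per well in OP-MEM I with 10% FBS, treated with compound 24 hours at 37C. Luciferase activity read by luminescence after 10 minutes with Amplite reagent.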
# MBNL1-CUG inh: qHTS Assay for Inhibitors of MBNL1-poly(CUG) RNA binding; Muscleblind-like protein 1 (Homo sapiens), Q9NR56; TR-FRET MBNL1-His/biotin-(CUG)12 binding, 665/545 ratio; Potency, µM (series often up to 57.5 µM), for the others: at the top dose activity change, negative = inhibition, most hits filed as inhibitors; 280,000 compounds, 0.036% hits; AID 2675, 2010; active = well fitted inhibition curve with a large enough effect in the signal ratio, with a control signal flat, not every such curve was filed as active; inconclusive = small, poorly fitted or top-dose-only effect, or effect the other way, or a change in a side signal; inactive = no such curve, though single readings can be large or run the other way; the % refers to the signal ratio; also: % is scaled to controls: 0 for no effect and ±100 for the full control effect
# Target sequence (Q9NR56 whole entry, looked up): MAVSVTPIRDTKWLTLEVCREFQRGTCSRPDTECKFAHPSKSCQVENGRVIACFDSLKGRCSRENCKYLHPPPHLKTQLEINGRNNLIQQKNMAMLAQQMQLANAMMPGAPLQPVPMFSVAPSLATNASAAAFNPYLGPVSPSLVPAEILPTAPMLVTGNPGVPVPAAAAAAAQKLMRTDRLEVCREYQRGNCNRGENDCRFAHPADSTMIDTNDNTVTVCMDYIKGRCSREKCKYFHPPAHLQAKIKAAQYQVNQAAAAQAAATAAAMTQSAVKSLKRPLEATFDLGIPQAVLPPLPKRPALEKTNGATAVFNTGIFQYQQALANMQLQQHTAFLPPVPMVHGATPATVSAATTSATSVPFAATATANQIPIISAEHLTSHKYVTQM
#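 Ratiometric TR-FRET (665 over 545 nm, excitation 340 nm) tracks disruption of MBNL1-His/biotin-(CUG)12 complex after 60 min at room temperature, with compounds at 92 nM to 58 uM final.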
# Numbers without * were called inactive; ? = inconclusive; / = not tested or not shown; [ ] = dose if it differs, or a comment. Unless noted, calls follow the shape of the dose curve; as a rule, active = well fitted curve in the direction sought with a large enough effect; inconclusive = small, poorly fitted or top-dose-only effect, or another doubt; inactive = no such curve, though single readings can be large; an effect the other way counts as inactive or inconclusive. Potency is read from the fitted curve at half-maximal effect. This is a subset, so the mix of outcomes need not match the whole.
# Value order: FLuc counter, p53 reactivation, ELG1 genotox, BRCA1 expr act, CXXC DNA block, RORg inh, NPC1 promoter act, Gal4-VP16 FLuc, uPA generation, Rab9 promoter act, MBNL1-CUG inh
1. Cc1ccc(C(=O)NNC(=O)CCOc2cccc(C)c2)cc1
→ 5%, 3%, 0%, -12%, /, /, -2%, /, 7%, -2%, /
2. COc1ccc2nc(SCC(=O)NCCc3ccccc3)[nH]c2c1
→ -5%, -1%, -2%, -1%, -9%, 14%, 9%, -12%, -5%, 2%, -4%
3. COCCOC(=O)c1[nH]c2c(c1C)C(=O)CC(c1ccccc1)C2 (configuration not stated)
→ 0%, ?, 8%, -60%, 4%, ?, -15%, 1%, -16%, -11%, -9%
4. Cn1c(=O)c(C(=O)NC2CCCCCCC2)c(O)c2ccccc21
→ ?, -6%, 5%, 12%, -10%, -1%, ?, ?, 2%, ?, -3%
5. CCC(C)NCCOCCOc1ccc(C)cc1OC (configuration not stated)
→ 1%, -4%, -1%, -7%, -3%, 0%, -1%, -1%, 1%, -5%, -5%
6. O=C1Nc2ccccc2/C1=C/c1ccc([N+](=O)[O-])cc1
→ ?, 14%, 6%, 8%, -4%, -77%, 0%, ?, 3%, -3%, 12%
7. CCN(CC)S(=O)(=O)c1cc(NS(=O)(=O)c2cccc(C(=O)O)c2)ccc1C
→ ?, 5%, 3%, 0%, -1%, -1%, 1%, 7%, 1%, -2%, 1%
8. Cc1ccc(Oc2cnc3ccccc3n2)cc1
→ 12µM*, ?, 7%, ?, 4%, 29%, ?, 0%, 3%, ?, -2%
9. NC(=O)C1CCN(C(=O)c2cc3c(s2)CCCC3)CC1
→ -14%, 6%, 15%, ?, /, /, 1.8µM*, /, 1%, 1.4µM*, /
10. CCOC(=O)c1c(C)nc2ccc(Cl)cc2c1-c1ccccc1
→ 3%, -5%, -5%, -38%, 3%, -31%, -4%, -8%, -2%, -2%, -7%
11. CCOC(=O)C1CCCN(C(=O)CSc2nc(C)cc(C)n2)C1 (configuration not stated)
→ -2%, -5%, -1%, -38%, ?, -23%, -1%, 4%, 0%, 0%, -3%
12. CCOC(=O)C1NC(=O)CC1c1ccccc1 (configuration not stated)
→ -6%, -1%, -1%, 7%, 3%, 3%, 0%, -19%, -3%, -2%, 5%
13. COCc1nnc(NC(=O)c2ccc(Cl)cc2[N+](=O)[O-])s1
→ ?, 19%, -2%, 1%, 4%, -14%, -2%, 15%, 0%, -2%, /
14. O=C(Nc1ccccc1C(F)(F)F)C1CC(=O)N(c2ccccc2F)C1 (configuration not stated)
→ 0%, ?, 0%, 5%, 1%, 2%, -1%, 5%, /, 0%, -4%
15. Cc1cc(C)cc(N(C(=O)c2csnn2)C(C(=O)NC2CCCCC2)c2cccnc2)c1 (configuration not stated)
→ 0%, -3%, 0%, -14%, 9%, 6%, 0%, -1%, -3%, 0%, -2%
16. COc1ccccc1-c1ccc(SCc2ccccc2)nn1
→ 13µM*, 12%, 0%, 59%, -1%, 41%, 27%, 26%, -16%, ?, 1%
17. Cc1ccc([N+](=O)[O-])cc1NC(=O)CN1CCCCC1
→ -1%, -2%, 1%, -20%, 0%, 8%, 2%, 13%, -4%, -6%, 13%
18. CCCc1cc(C(=O)N2CCCC(Nc3ccc(C)c(C)c3)C2)n(C)n1 (configuration not stated)
→ 1%, -12%, -8%, -22%, 0%, 27%, -3%, 0%, 1%, -4%, -4%
19. COc1cccc(C(=O)NCc2ccc3[nH]c(C)cc3c2)c1
→ -8%, 0%, -5%, 27%, 0%, 21%, 1%, 6%, 31%[activator], -20%, ?
20. CN(C(=O)COc1cccc(C#N)c1)C1CCS(=O)(=O)C1 (configuration not stated)
→ 4%, 0%, -1%, 1%, /, /, -4%, /, 7%, 1%, /
21. CCOC(=O)COc1ccc2c(c1)c(C(=O)OCC)c(C)n2CC
→ 3%, 1%, -2%, -2%, 0%, 10%, -1%, -2%, 7%, -2%, 12%

# Full records from above.
# Cn1c(=O)c(C(=O)NC2CCCCCCC2)c(O)c2ccccc21 is entered as FLuc counter: ?; p53 reactivation: -6%; ELG1 genotox: 5%; BRCA1 expr act: 12%; CXXC DNA block: -10%; RORg inh: -1%; NPC1 promoter act: ?; Gal4-VP16 FLuc: ?; uPA generation: 2%; Rab9 promoter act: ?; MBNL1-CUG inh: -3%
# O=C(Nc1ccccc1C(F)(F)F)C1CC(=O)N(c2ccccc2F)C1 (configuration not stated) is entered as FLuc counter: 0%; p53 reactivation: ?; ELG1 genotox: 0%; BRCA1 expr act: 5%; CXXC DNA block: 1%; RORg inh: 2%; NPC1 promoter act: -1%; Gal4-VP16 FLuc: 5%; uPA generation: /; Rab9 promoter act: 0%; MBNL1-CUG inh: -4%
# Cc1ccc([N+](=O)[O-])cc1NC(=O)CN1CCCCC1 is entered as FLuc counter: -1%; p53 reactivation: -2%; ELG1 genotox: 1%; BRCA1 expr act: -20%; CXXC DNA block: 0%; RORg inh: 8%; NPC1 promoter act: 2%; Gal4-VP16 FLuc: 13%; uPA generation: -4%; Rab9 promoter act: -6%; MBNL1-CUG inh: 13%
